Screening results from PubChem.
OXTR potentiator: potentiates the human oxytocin receptor response; actives 0.061% (n = 320,000); P30559; AID 2445; CHO-OTR cells, Fluo-8 calcium fluorescence, potentiator mode; 0% = oxytocin EC15, 100% = EC100; activation, % at 3 µM;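 active means activation above that plate's cutoff, the mean activation of tested compounds plus 3 SD, cut at about 6.6% in these data, passing the limit was not always enough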;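 further: 100% uses oxytocin at 75 nM as the full agonist control; some results filed as inactive read as strong as hits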
Target sequence (P30559 whole entry, looked up): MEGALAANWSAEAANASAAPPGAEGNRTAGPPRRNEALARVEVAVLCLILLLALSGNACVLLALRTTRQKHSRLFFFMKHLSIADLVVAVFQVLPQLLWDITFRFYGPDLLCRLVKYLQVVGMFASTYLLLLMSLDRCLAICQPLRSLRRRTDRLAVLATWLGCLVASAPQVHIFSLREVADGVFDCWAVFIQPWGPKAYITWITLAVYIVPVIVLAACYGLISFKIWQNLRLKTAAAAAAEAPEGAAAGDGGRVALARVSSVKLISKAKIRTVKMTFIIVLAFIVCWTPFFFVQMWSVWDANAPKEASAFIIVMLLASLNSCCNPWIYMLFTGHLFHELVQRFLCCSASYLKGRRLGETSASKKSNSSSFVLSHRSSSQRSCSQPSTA
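System: human OTR in CHO cells / Also added: sub-maximal oxytocin, roughly EC15 / Control set: EC15 oxytocin low, 75 nM oxytocin high / Schedule: 6 min compound pre-incubation at room temperature, 100 s kinetic read / Compound: single-point 3.0 µM / Replication: singlicate / Technique: Fluo-8 calcium dye fluorescence / Read-out basis: % activation of max/min ratio relative to oxytocin controls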
M1 PAM: human CHRM1 positive allosteric modulation | P11229 | CHO-K1 hM1, Fluo-8 calcium fluorescence, ACh EC20; 0% = ACh EC20, 100% = maximal ACh | activation, % at 3 µM | actives 0.088% (n = 360,000) | AID 588819; in the data active means activation above about 19%, passing the limit was not always enough
Target sequence (P11229 whole entry, looked up): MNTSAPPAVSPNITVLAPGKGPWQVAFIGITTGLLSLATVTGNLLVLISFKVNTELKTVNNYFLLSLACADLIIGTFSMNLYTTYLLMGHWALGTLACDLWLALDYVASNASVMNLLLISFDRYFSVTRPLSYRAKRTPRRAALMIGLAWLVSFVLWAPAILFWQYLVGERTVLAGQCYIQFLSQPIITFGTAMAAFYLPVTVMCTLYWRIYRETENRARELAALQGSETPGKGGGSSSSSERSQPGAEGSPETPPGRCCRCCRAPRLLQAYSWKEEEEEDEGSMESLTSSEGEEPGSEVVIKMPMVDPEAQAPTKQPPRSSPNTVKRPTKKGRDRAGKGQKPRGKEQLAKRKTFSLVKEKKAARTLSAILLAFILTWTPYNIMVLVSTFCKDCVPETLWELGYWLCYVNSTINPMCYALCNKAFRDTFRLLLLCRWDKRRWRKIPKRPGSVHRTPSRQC
CHO-K1 Ca antag: counter-screen for M1 antagonists: effect in parental CHO-K1 cells; inhibition, % at 3 µM; ATP-induced calcium, Fluo-8 fluorescence; AID 602250; actives 0.6% (n = 360,000);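 active means inhibition above a per-plate cutoff, the plate's mean sample inhibition plus 3 SD, cut at about 24% in these data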;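 further: 0% = DMSO plus EC80 ATP and 100% = DMSO alone without ATP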
M1 antag: human CHRM1 antagonism | CHO-K1 hM1, Fluo-8 calcium fluorescence, ACh EC80 antagonist | actives 1.3% (n = 360,000) | inhibition, % at 3 µM;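 active means percent inhibition above its own plate's cutoff, namely the mean of that plate's compound wells plus 3 SD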;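 further: peak over basal fluorescence ratio during 140 s after agonist addition; 0% = ACh EC80 plus DMSO and 100% = DMSO alone without agonist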
CHRM1 agonist: human M1 muscarinic receptor agonism; actives 0.33% (n = 360,000); activation, % at 3 µM; P11229; CHO-K1 hM1, Fluo-8 calcium fluorescence, agonist mode; 0% DMSO, 100% acetylcholine EC100;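 active means activation above the run's mean compound activation plus 3 SD, cut at about 16% in these data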;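 further: peak over basal fluorescence ratio within a 140 s kinetic read after compound addition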
M4 antag: blocks acetylcholine activation of human M4 receptor | inhibition, % at 3 µM | P08173 | actives 0.73% (n = 360,000) | CHO-hM4 cells, ACh EC80, Fluo-8 calcium fluorescence | AID 624125;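 active means inhibition above its plate's cutoff, the mean inhibition of sample wells plus 3 SD, cut at about 27% in these data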;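 further: 0% = acetylcholine EC80 with DMSO and 100% = DMSO without agonist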
CHRM4 agonist: CHRM4 agonism in calcium assay. P08173. CHO-K1 hM4/Gqi5, Fluo-8 calcium fluorescence; vehicle 0%, full acetylcholine response 100%. activation, % at 3 µM. actives 0.14% (n = 360,000);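 active means activation above the run mean over all test wells plus 3 SD, cut at about 32% in these data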;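 further: peak over basal fluorescence ratio per well then scaled between controls; 0% = DMSO wells and 100% = acetylcholine at EC100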
CHO parental Ca: signal in parental CHO cells, OX1R antagonist counter-screen | parental CHO-K1, ATP-induced calcium, Fluo-8 fluorescence | inhibition, % at 5.6 µM | actives 0.63% (n = 330,000);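 active means inhibition above that plate's mean sample inhibition plus 3 SD, cut at about 26% in these data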;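 further: 0% = ATP-challenged DMSO wells and 100% = DMSO wells without ATP; some compounds past the cut are filed as inactive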
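Assay system: parental CHO cells; Read-out basis: percent inhibition of ATP-evoked calcium rise, normalized to controls; Benchmarks: ATP and no-ATP DMSO wells; Compound dosing: single nominal dose of 5.6 µM per compound; Signal: Fluo-8 calcium dye fluorescence; Also added: ATP as calcium-mobilizing challenge; Repeats: singlicate.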
M1 ag parental: nonselective activator or artifact in parental CHO-K1 cells; Fluo-8 calcium fluorescence; scaled to maximal ATP response, vehicle zero; activation, % at 3 µM; actives 0.48% (n = 360,000); in the data active means activation above about 15%;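 further: untransfected CHO-K1 host cells lacking M1 receptor as counterscreen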
* marks the source's active call; other numbers are inactive results; nt = not tested or not shown.

SMILES | OXTR potentiator | M1 PAM | CHO-K1 Ca antag | M1 antag | CHRM1 agonist | M4 antag | CHRM4 agonist | CHO parental Ca | M1 ag parental
CCCCCCCOc1ccc(C2CC(=O)N(C)C2=O)cc1 (stereo not given) | -1 | 11 | -4 | -17 | -3 | -10 | 1 | 7 | 1.2
Cc1ccc(CN2CC(C(=O)Nc3cccc(C)n3)CC2=O)cc1 (stereo not given) | 2 | 13 | -7 | -16 | -1 | 4 | 0 | -4 | 0.8
COc1ccc(C(C)=O)c(Oc2nc(CN3CCOCC3)nc3scc(-c4cccs4)c23)c1 | -7 | 4 | -4 | -6 | -6 | -8 | 3 | -5 | 1.0
COc1ccc(C(=O)CNC2=NCCC2)cc1 | 2 | 2 | -1 | 6 | -2 | 5 | 2 | 11 | -0.1
Cc1ccc(S(=O)(=O)NCC(=O)OCC(=O)c2ccc(Cl)s2)cc1 | -13 | 16 | -11 | -20 | -2 | 9 | 1 | 5 | 0.7
CCOC(=O)C1=CN(c2cccc(F)c2)C=C(C(=O)OCC)C1c1cc(OC)c(O)c([N+](=O)[O-])c1 | 1 | 1 | -8 | -7 | -7 | 10 | -1 | -10 | 0.3
CCCCc1cc(=O)oc2cc(OCC(=O)N3CCC(C(=O)O)(c4ccccc4)CC3)ccc12 | -3 | -2 | 16 | -2 | -5 | 8 | 0 | -13 | 0.3
CC1CCC(C(C)C)C(OC(=O)CSc2n[nH]c(=O)[nH]c2=O)C1 (stereo not given) | -3 | 8 | -7 | 0 | -5 | 7 | 0 | -4 | 0.4
Cc1cccc(-c2c3c(=O)n(C)c(=O)n(C)c3c3cccnn23)c1 | 5 | 8 | 3 | -14 | -5 | -1 | 0 | -13 | 0.2
COc1ccccc1NC(=O)CSc1ccc2nnc(-c3cccnc3)n2n1 | -8 | 6 | -4 | -7 | -1 | -14 | 3 | -5 | 0.4
CCC(C)c1c(O)nc(SCC(=O)Nc2ccccc2)[nH]c1=O (stereo not given) | -8 | 6 | -15 | -5 | -3 | -11 | 1 | -16 | 0.5
COc1ccc(-c2nnc(SCc3cccnc3)o2)cc1 | -11 | -1 | -19 | -22 | -5 | 5 | 2 | -10 | 0.7
O=S(=O)(c1cccs1)N1CCN(CC(O)COc2cccc(Br)c2)CC1 (stereo not given) | -10 | -1 | 7 | 4 | -1 | 7 | 13 | 7 | 5.6
CCOC1=C2[C@H](c3ccc(C)cc3)N(S(=O)(=O)c3ccc(C)cc3)C[C@H]2n2c(=O)n(-c3ccccc3)c(=O)n2C1 | nt | 8 | 12 | -2 | 0 | -17 | 1 | nt | -0.1
CC(=O)c1ccc(NC(=O)C(C)N(C)CC(=O)Nc2ccc(Cl)cc2)cc1 (stereo not given) | -24 | -7 | -9 | 11 | -5 | 5 | 3 | -13 | 2.3
COC(=O)C(C)N(C(=O)c1cccc2ccccc12)c1c(C)cccc1C (stereo not given) | 4 | 7 | -11 | 1 | -5 | -18 | -3 | -30 | -1.4
COC(=O)C(O)(CC(=O)Nc1ccc(C)c(F)c1)C(F)(F)F (stereo not given) | -3 | 4 | -10 | -8 | -7 | 1 | 1 | 7 | 0.5
CCO/C(C)=C1/SC(=S)NC1=O | -10 | 7 | -3 | -10 | 2 | 9 | 1 | 2 | 1.3
COc1ncnc2sc3c(c12)CCCC3 | -3 | 5 | -16 | -16 | -7 | -9 | 1 | -9 | 0.0
CCOC(CNc1c([N+](=O)[O-])c(=O)n(C)c(=O)n1C)OCC | -5 | -3 | -9 | 4 | -2 | 2 | 0 | 1 | 0.2
Cc1cc2ncn(C(=O)N3CCOCC3)c2cc1C | -5 | -9 | -5 | 7 | 0 | -8 | 1 | -5 | -0.1
Cc1ccccc1N=Nc1c(O)[nH]c2ccccc12 | 5 | 10 | -8 | -9 | -1 | -2 | 0 | -8 | 0.7
CC1=C(C(=O)N(C)C)CC(CC(=O)NC2CCCCC2)C(=O)N1Cc1ccc(C(C)(C)C)cc1 (stereo not given) | nt | 2 | -13 | 9 | -5 | -21 | 1 | nt | -0.5
O=C1c2ccccc2NC(c2ccc([N+](=O)[O-])cc2)N1O (stereo not given) | -4 | 5 | -3 | -7 | -12 | -4 | 1 | -5 | 1.1
COc1ccc(OC)c(S(=O)(=O)N2CCC(C(=O)NCCC3=CCCCC3)CC2)c1 | -6 | 12 | -11 | -12 | 1 | 8 | 5 | -8 | 2.7
c1cc2c(cc1NC1CCCCCC1)OCO2 | 2 | 10 | 0 | -14 | -1 | 1 | 0 | 4 | 1.4
Cc1ccc(C(=O)N/C(=C\c2cccc([N+](=O)[O-])c2)C(=O)Nc2cccc(C(=O)O)c2)cc1 | -4 | 3 | -9 | -10 | -3 | 4 | 1 | 2 | 0.2
Cc1ccccc1NC(=O)CSc1nnc(C)c(=O)[nH]1 | 0 | 9 | 1 | 0 | -6 | 3 | 0 | 1 | 0.0
CC(C)c1nnc(NC(=O)CSc2ncn[nH]2)s1 | -6 | 1 | -8 | 2 | -4 | 1 | 0 | -4 | 0.2
O=c1c2ccccc2nc(/C=C/c2c[nH]c3ccccc23)n1CCO | -22 | -4 | -12 | 11 | 1 | -3 | 23 | -14 | 10
O=C(Nc1ccc(C(=O)N2CCCC2)cc1)c1ccccc1F | 1 | 8 | -17 | -4 | 1 | 2 | -1 | -5 | -0.3
COc1ccccc1NC(=O)c1c(NC(=O)CCC(=O)O)sc2c1CCCCC2 | 0 | 1 | 19 | 7 | -1 | -2 | 0 | -10 | 0.3
COc1ccc2cc(CCNC(=O)C(C)(C)C)c(=O)[nH]c2c1 | 0 | 3 | 0 | -9 | 0 | 2 | 1 | -7 | 0.1
COc1ccc(Cl)cc1N/C(N)=N/c1nc(C)cc(=O)[nH]1 | -10 | -1 | -8 | -1 | -2 | -5 | 1 | -7 | 0.0
COc1ccc(SCCN2CCN(C)CCC2=O)cc1 | nt | 3 | -7 | -3 | -4 | -1 | 2 | nt | 1.1
COc1ccc(S(=O)(=O)Nc2cccc3c2O[C@H](CN(C)Cc2ccc(-c4ccccc4)cc2)[C@@H](C)CN([C@H](C)CO)C3=O)cc1 | 2 | 13 | -9 | -8 | -4 | 4 | 4 | -16 | 0.4
CCC(C)N(C(=O)CSc1nc2ccc(OC)cc2[nH]1)C1CCS(=O)(=O)C1 (stereo not given) | -5 | 5 | 4 | -6 | -2 | -9 | 1 | -9 | 0.3
C[n+]1cn(/N=C/c2ccccc2)c2ccccc21 | -7 | 4 | -2 | -9 | -6 | 7 | -1 | 6 | 0.4
Cn1cc(C=O)c2cc(F)ccc21 | -13 | 4 | -15 | -2 | -4 | 5 | 1 | -3 | -0.1
CCC(=O)NC(c1ccc(OC)c(OC)c1)c1cc(Cl)c2cccnc2c1O (stereo not given) | nt | 7 | -13 | -6 | -1 | 4 | 1 | nt | 0.1

Taken from above:
Cn1cc(C=O)c2cc(F)ccc21 @ OXTR potentiator = -13
CCC(=O)NC(c1ccc(OC)c(OC)c1)c1cc(Cl)c2cccnc2c1O (stereo not given) @ M4 antag = 4

Continued.
SMILES | OXTR potentiator | M1 PAM | CHO-K1 Ca antag | M1 antag | CHRM1 agonist | M4 antag | CHRM4 agonist | CHO parental Ca | M1 ag parental
CCCC1=NN(c2ccc([N+](=O)[O-])cc2)C(=O)/C1=C\N(C)C | 1 | 6 | -9 | -5 | -2 | -14 | 0 | -13 | -0.5
Cc1cc(NC(=O)CC(C)C)c(=O)n(Cc2c(F)cccc2Cl)c1 | 0 | 8 | -4 | -9 | -9 | 1 | 0 | -11 | 0.1
CC(=O)Nc1ccn(-c2ccccc2)n1 | -2 | 15 | -12 | -15 | -2 | -4 | 1 | 3 | 0.6
O=C(CCC(=O)N1CCSc2ccccc21)NCCc1ccccc1 | -2 | 8 | -14 | -10 | -1 | -4 | 5 | -5 | 2.8
CC1(c2nc3ccccc3[nH]2)c2ccccc2C(=O)N1C1CC1 (stereo not given) | nt | nt | -11 | nt | nt | 0 | 0 | nt | 0.2
COc1ccc(NC(=O)Cc2ccc(C)cc2)c([N+](=O)[O-])c1 | -9 | 7 | 3 | -4 | -10 | 0 | 1 | -10 | 0.8
COc1c(F)c(F)c(C(=O)O)c(Nc2ccc(C)cc2C)c1F | -2 | 11 | -9 | -6 | -5 | -2 | 0 | -2 | 2.3
CCOc1ccc(NC(=O)CCn2ccnc2)cc1 | -14 | 3 | -7 | 4 | -2 | 5 | 1 | 6 | 0.5
Cc1cc(NC(=O)CSc2nnc3ccc(-c4ccc(F)cc4)nn23)no1 | -10 | 10 | 9 | -23 | -3 | -16 | 1 | -9 | 0.0
CCCCn1c(=O)n(CC(=O)NCc2ccc(C)cc2)c(=O)c2c1nc(CO)n2CCC | -9 | -1 | -7 | 0 | 0 | -6 | 12 | -15 | 3.7
CN1CCN(c2ccccc2/C=N/NC(=O)c2cccnc2)CC1 | -6 | 9 | -17 | -17 | -6 | -14 | 1 | -7 | 0.2
N#Cc1ccc(Cn2c(=O)oc3ccccc32)cc1 | -12 | 6 | -7 | -9 | -3 | 6 | 0 | -7 | 0.8
CN(C(=O)COC(=O)c1cccc(Cl)c1)C1CCS(=O)(=O)C1 (stereo not given) | 3 | 4 | -17 | -10 | -8 | 21 | 1 | -9 | 0.0
COc1ccc(NC(=S)NCCc2ccc(F)cc2)c(OC)c1 | -5 | 2 | 0 | -3 | -9 | -11 | 0 | -9 | 0.1
CSCc1ccc(C(=O)NC(C)c2cnn(-c3ccccn3)c2C)o1 (stereo not given) | -9 | 3 | -10 | -4 | -4 | -3 | 1 | 5 | 0.5
Cc1ccc2cccc(OCC(=O)N3CCc4ccccc43)c2n1 | -1 | 7 | 1 | 0 | -5 | -9 | 7 | -18 | 2.2
COc1ccc(S(=O)(=O)N2CCN(Cc3cccc(OC)c3)CC2)cc1 | -3 | 8 | -7 | -10 | -1 | -11 | 1 | -4 | 1.6
Cc1ccc(NC(=O)c2cnn(-c3ccccc3)c2C)c(C)c1 | -8 | 6 | 4 | -7 | -2 | -1 | 2 | -22 | 1.2
COc1cccc(C2=CC(=O)C[C@H](c3ccc4c(c3)OCO4)C2)c1 | -5 | 1 | -9 | -3 | -11 | 9 | 4 | -13 | -0.7
Cc1ccc(C(=O)C(C)Oc2cccc(NC(=O)c3ccco3)c2)cc1 (stereo not given) | -15 | 2 | -8 | -41 | -1 | 1 | 4 | -31 | 1.4
CCN1CCN(S(=O)(=O)c2ccc(Cl)c(C(=O)N(C)Cc3ccc(F)cc3)c2)CC1 | -12 | 3 | -5 | -5 | -4 | 2 | 3 | -17 | 2.2

Grouped by structure: the compounds so far containing a furan ring, fused or not (two)
SMILES | OXTR potentiator | M1 PAM | CHO-K1 Ca antag | M1 antag | CHRM1 agonist | M4 antag | CHRM4 agonist | CHO parental Ca | M1 ag parental
CSCc1ccc(C(=O)NC(C)c2cnn(-c3ccccn3)c2C)o1 (stereo not given) | -9 | 3 | -10 | -4 | -4 | -3 | 1 | 5 | 0.5
Cc1ccc(C(=O)C(C)Oc2cccc(NC(=O)c3ccco3)c2)cc1 (stereo not given) | -15 | 2 | -8 | -41 | -1 | 1 | 4 | -31 | 1.4
